LRH-1 inv ag: suppresses constitutive activity of human LRH-1. HEK293T StAR-luciferase reporter, LRH-1 transfected, 24 h. 360,000 compounds, 0.13% hits. O00482. AID 602396. inhibition, % at 3.6 µM;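 active = inhibition above the mean inhibition of all tested compounds plus 3 SD, cut at about 73% in these data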;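 note: 0% = DMSO wells and 100% = reporter-only cells lacking LRH-1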
Target sequence (O00482 whole entry, looked up): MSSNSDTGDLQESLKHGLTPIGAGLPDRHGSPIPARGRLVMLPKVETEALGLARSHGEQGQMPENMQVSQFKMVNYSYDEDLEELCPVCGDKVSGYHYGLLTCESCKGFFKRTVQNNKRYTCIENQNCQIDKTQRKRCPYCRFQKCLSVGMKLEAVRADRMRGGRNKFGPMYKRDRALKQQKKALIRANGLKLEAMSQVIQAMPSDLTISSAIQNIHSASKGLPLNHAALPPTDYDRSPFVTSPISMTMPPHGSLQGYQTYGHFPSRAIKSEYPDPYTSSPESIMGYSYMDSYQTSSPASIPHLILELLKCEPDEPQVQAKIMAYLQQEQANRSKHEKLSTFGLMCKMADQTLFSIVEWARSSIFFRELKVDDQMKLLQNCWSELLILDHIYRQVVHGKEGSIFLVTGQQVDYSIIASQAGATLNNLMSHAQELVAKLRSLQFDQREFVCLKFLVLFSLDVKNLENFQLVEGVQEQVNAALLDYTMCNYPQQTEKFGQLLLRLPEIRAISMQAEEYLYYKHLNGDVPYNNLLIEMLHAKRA
SRC2 inh: inhibits human steroid receptor coactivator 2. Q15596. HEK293 GAL4-SRC2 luciferase reporter, luminescence. inhibition, % at 9 µM. 370,000 compounds, 0.17% hits. AID 651957;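 active = inhibition above the mean inhibition of all tested compounds plus 3 SD, set per campaign, cut at about 52% in these data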;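 note: 0% = DMSO treated cells and 100% = cells given Gossypol at 36 µM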
NR2F2 inh: NR2F2 (human) inhibition, primary screen | P24468 | HEK293T NGFI-A luciferase reporter, luminescence | inhibition, % at 8.6 µM | 370,000 compounds, 0.7% hits;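 active = inhibition above a per-plate cutoff, mean inhibition of test wells between control levels plus 3 SD, cut at about 38% in these data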;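 note: cells cotransfected with COUP-TFII expression vector driving the NGFI-A reporter; 0% = median of COUP-TF2 test wells and 100% = reporter-only cells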
Target sequence (P24468 whole entry, looked up): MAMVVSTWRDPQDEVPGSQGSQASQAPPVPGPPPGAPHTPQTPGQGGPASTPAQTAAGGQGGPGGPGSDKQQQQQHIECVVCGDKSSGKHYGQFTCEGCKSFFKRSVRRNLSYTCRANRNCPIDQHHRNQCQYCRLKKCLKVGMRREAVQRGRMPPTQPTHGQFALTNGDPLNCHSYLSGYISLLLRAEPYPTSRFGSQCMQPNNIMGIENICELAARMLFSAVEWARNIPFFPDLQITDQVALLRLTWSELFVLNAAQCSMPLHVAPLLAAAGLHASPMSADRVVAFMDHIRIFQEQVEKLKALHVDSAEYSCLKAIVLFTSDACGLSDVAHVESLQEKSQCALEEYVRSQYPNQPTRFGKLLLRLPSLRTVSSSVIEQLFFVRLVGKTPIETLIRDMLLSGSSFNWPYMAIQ
EBV LMP1 NFkB: inhibitors of Epstein-Barr LMP1-induced NF-kappaB reporter. LMP1-induced NF-kappaB luciferase reporter cells, luminescence. inhibition, % at 12.5 µM. 350,000 compounds, 0.69% hits. AID 504558; in the data active = inhibition above about 41%;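 note: 0% = neutral control wells and 100% = reference inhibitor control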
TWEAK-Fn14 inh: inhibitors of TWEAK-Fn14 interaction signaling | inhibition, % at 10 µM | AID 1159606 | TWEAK-stimulated Fn14 reporter cells, luciferase luminescence, 8 h | 360,000 compounds, 2% hits; in the data active = inhibition above about 50%
C8 TRAIL sens: sensitizes caspase-8 expressing cells to TRAIL | NB7+C8 cells + TRAIL, ATPlite viability luminescence | inhibition (viability loss, TRAIL sensitization), % at 10 µM | 360,000 compounds, 1% hits;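 active = compounds causing at least 50% loss of cell viability in the single-dose screen, relative to plate controls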
TLR9-MyD88 block: blocks human TLR9 binding to MyD88; inhibition, % at 4.98 µM; Q9NR96+Q99836; CHO BLA complementation TLR9-MyD88, CCF4 FRET ratio; 340,000 compounds, 0.21% hits; AID 504734;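 active = inhibition above the mean over all tested compounds plus 3 SD, cut at about 21% in these data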;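 note: 0% = DMSO only wells and 100% = clavulanate BLA inhibitor control wells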
SRC3 inh: human NCOA3 inhibition; Q9Y6Q9; HEK293 GAL4-SRC3 luciferase reporter, luminescence; inhibition, % at 3.6 µM; 360,000 compounds, 0.17% hits; AID 588352;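 active = inhibition above a per-campaign cutoff, the mean of all compounds plus 3 SD, cut at about 60% in these data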;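 note: 0% = DMSO-treated cells and 100% = gossypol-treated cells at 36 µM; higher means less SRC3-driven luciferase light from the GAL4 reporter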
NOD2 RIPK2 PPI: NOD2-RIPK2 protein interaction inhibition | CHO BLA complementation NOD2-RIPK2, CCF4 ratio | inhibition, % at 4.98 µM | O43353 | 360,000 compounds, 0.38% hits; in the data active = inhibition above about 21%;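 note: 0% = vehicle only and 100% = reference blocker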
NCOA1 inh: inhibits human SRC1 coactivator | AID 588354 | Q15788 | 360,000 compounds, 0.12% hits | HEK293 GAL4-SRC1 luciferase reporter, luminescence | inhibition, % at 3.6 µM;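 active = inhibition above the campaign mean plus 3 SD, with each screening campaign given its own cutoff, cut at about 60% in these data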;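 note: 0% = DMSO treated cells and 100% = gossypol at 36 µM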
TROY NFkB inh: inhibitors of TROY-dependent NF-kB signaling; Q293 LMP1-TROYcd NF-kB luciferase reporter, 4 h; inhibition, % at 10 µM; 360,000 compounds, 0.98% hits; AID 1347056;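 active = compounds whose plate-normalised and pattern-corrected inhibition of the luciferase reporter signal at the single screening dose is 50% or more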
Starred values were filed as active, the others as inactive; nt = no result given. A portion of the library; the hit share may differ from the screen's.

Each structure is followed by: LRH-1 inv ag	SRC2 inh	NR2F2 inh	EBV LMP1 NFkB	TWEAK-Fn14 inh	C8 TRAIL sens	TLR9-MyD88 block	SRC3 inh	NOD2 RIPK2 PPI	NCOA1 inh	TROY NFkB inh
CC(=O)c1sc(NC(=O)CSCc2c(C)noc2C)nc1-c1ccccc1
→ -6	-3	8	0	13	-8	6	0	1	0	-13
c1ccc(-n2nnnc2N2CCOCC2)cc1
→ -1	5	-10	-16	-1	6	0	3	3	-6	-1
CC12CC3CC(C)(C1)CC(C(=O)NCc1ccco1)(C3)C2
→ -23	21	17	0	-11	-2	5	5	-2	1	-1
CC[C@H](C)[C@@H](C(=O)NCCCCCCCCCCC(=O)N1CCNCC1)n1cc(CCCCN=C(N)N)nn1
→ -2	-18	-16	-2	-9	-10	8	-10	-4	-2	5
Oc1ccc(/C=N/Nc2ccc3ccccc3c2)c(O)c1
→ 1	-47	-22	-5	-7	4	3	-24	-7	-33	35
COc1ccc(C2c3ccc(O)cc3Oc3ncn(CC(C)C)c(=N)c32)cc1 (stereo unspecified)
→ 4	7	19	0	-3	-5	-1	21	2	9	10
COc1ccccc1NC(=O)c1ccc(S(=O)(=O)N2CCCC(C)C2)cc1 (stereo unspecified)
→ 6	12	3	1	15	-17	-4	-6	0	-5	-3
Nc1cc(=O)nc(SCc2ccccc2)n1Cc1ccco1
→ -14	-18	-4	-2	7	1	-12	-9	0	-8	-2
CC1CCC(=O)N(CCC#N)CC1 (stereo unspecified)
→ 7	-17	14	4	-9	-3	-7	-30	-2	-12	2
CCCCCNC(=O)C(CCc1ccccc1)n1c(=O)c(-c2ccccc2)nc2ccccc21 (stereo unspecified)
→ -47	-26	17	nt	nt	2	nt	nt	8	nt	nt
COCCCNC(NC(=O)c1ccc(C)cc1)C(Cl)(Cl)Cl (stereo unspecified)
→ 14	23	4	-4	6	8	-2	-2	-3	-8	17
CCCCC1(Cc2cccc([N+](=O)[O-])c2)C(=O)N(c2ccccc2)N(c2ccccc2)C1=O
→ 35	5	10	5	20	21	-7	6	-4	4	-6
O=[N+]([O-])c1ccccc1Nc1nc(-c2cccnc2)cs1
→ -9	-31	-17	-22	-30	2	-2	-46	1	-31	-35
COc1ccccc1N1CCN(C(=O)CN2C(=O)c3ccccc3C2=O)CC1
→ -1	-13	-18	14	-9	-6	-2	-24	-1	-8	-11
O=C(O)c1cccc(O)c1O
→ -5	-16	-7	-1	-12	3	-1	-17	-1	-42	6
CS(=O)(=O)NCC(c1cccnc1)N1CCN(c2ccc(F)cc2)CC1 (stereo unspecified)
→ -9	-2	0	-2	2	-5	-4	7	7	-45	8
O=C(CSc1nc(O)cc(=O)n1C1CCCC1)Nc1cccc(Cl)c1Cl
→ -2	-4	-4	1	1	18	-20	-2	4	-17	8
CCC(Cc1ccccc1)NS(=O)(=O)c1ccc2c(c1)NC(=O)C(C)S2 (stereo unspecified)
→ 11	-12	14	11	31	13	-8	-35	-11	22	21
O=[N+]([O-])c1cc(S(=O)(=O)Nc2ccccc2)ccc1Nc1ccccc1
→ 22	-14	2	12	28	-6	-6	-1	-11	11	43
CSc1cc(N2CCOCC2)nc(-c2ccccc2Cl)n1
→ -3	7	8	-1	2	0	-11	-4	4	-6	12

Each structure is followed by: LRH-1 inv ag	SRC2 inh	NR2F2 inh	EBV LMP1 NFkB	TWEAK-Fn14 inh	C8 TRAIL sens	TLR9-MyD88 block	SRC3 inh	NOD2 RIPK2 PPI	NCOA1 inh	TROY NFkB inh
Nc1nc(Cl)cc(N2CCOCC2)n1
→ 0	14	6	5	0	8	-2	16	-18	6	0
CCCNC(=S)Nc1c(C)n(C)n(-c2ccccc2)c1=O
→ 6	-15	1	5	21	-4	12	7	0	-3	-14
CCOc1ccc(C(C)=O)cc1CSc1nnc(-c2ccoc2C)n1N
→ 4	7	-1	-4	-1	26	13	-45	-10	8	4
O=S(=O)(NCC(c1cccnc1)N1CCOCC1)c1ccccc1 (stereo unspecified)
→ 12	-12	26	-1	-15	6	-1	8	4	7	-17
COc1cc(CN2CCN(CC#Cc3ccccc3)CC2CCO)cc(OC)c1 (stereo unspecified)
→ 8	18	18	5	-1	-2	-8	-4	-2	15	-6
Cn1c(=O)c2sccc2n2c(CCCC(=O)NCCc3ccc(S(N)(=O)=O)cc3)nnc12
→ -6	12	-11	2	37	-9	-5	-74	-14	-26	-8
COc1ccc(N2CCN(C(=O)CCCCCn3c(=S)[nH]c4cc5c(cc4c3=O)OCO5)CC2)cc1
→ 8	nt	nt	4	-22	3	-1	-14	-10	-14	9
CCc1nc2c(OCc3ccccc3C(=O)OC)cccn2c1N(C)C(=O)CC(C)C
→ 6	18	2	nt	0	-7	nt	4	8	13	-7
O=C(NCc1cc(Cl)cc(Cl)c1)c1ccc2nc([C@@H]3O[C@H](CO)[C@@H](O)[C@H]3O)[nH]c2c1
→ -15	-1	-16	nt	0	-17	nt	7	-22	6	-4
Cc1ccc(-c2nn(-c3ccccc3)cc2/C=C/C(=O)Nc2nccs2)cc1
→ 11	2	7	-21	7	24	9	7	-8	-17	7
CCOC(=O)Cc1csc(NC(=O)CCCCCN2C(=O)c3ccccc3C2=O)n1
→ -12	-3	19	3	-9	-4	-1	12	0	13	8
COc1cccc(-c2ccc(CN3C(C(C)C)C(=O)N(Cc4cn(CCC5OCCO5)nn4)CCS3(=O)=O)cc2)c1OC (stereo unspecified)
→ 13	-14	-40	nt	12	-48	nt	8	1	-8	8
COc1ccc(CCNC(=O)COC(=O)COc2ccc(C#N)cc2)cc1
→ -10	-19	10	-6	4	-4	-11	16	-8	9	-13
O=C(c1cnn2c(C(F)(F)F)cc(-c3cccs3)nc12)N1CCN(Cc2ccccc2)CC1
→ 12	-23	-6	-3	11	-5	9	7	4	15	21
CN(C)S(=O)(=O)c1ccc(N2CCCC2)c(C(=O)NCC(=O)Nc2ccc(F)c(F)c2)c1
→ 17	10	2	-7	-7	-7	-8	-12	-6	-4	10
CN(C)Cc1ccccc1COc1ccccc1
→ -10	7	-2	-3	13	-1	-15	18	-1	-3	-10
C[C@H](NS(=O)(=O)OCC(Cl)(Cl)Cl)C1CC1c1ccccc1 (stereo partly specified)
→ -12	-6	3	6	-6	-2	-9	8	-8	-12	-9
O=C(O)c1ccccc1Nc1ccc([N+](=O)[O-])c2nonc12
→ -1	nt	nt	21	7	-22	-2	6	5	9	-26
O=C1[C@H]2[C@@H](c3ccc(C(F)(F)F)cc3)N[C@]3(CCCN(Cc4ccc(Br)cc4)C3=O)[C@H]2C(=O)N1Cc1ccccc1
→ 5	20	-8	-25	25	22	4	-4	-2	4	25
CC1CN(S(=O)(=O)c2ccc(F)cc2)CN1C(=O)N1CCOCC1 (stereo unspecified)
→ 20	-7	6	5	4	-8	1	1	-4	-22	-6

Each structure is followed by: LRH-1 inv ag	SRC2 inh	NR2F2 inh	EBV LMP1 NFkB	TWEAK-Fn14 inh	C8 TRAIL sens	TLR9-MyD88 block	SRC3 inh	NOD2 RIPK2 PPI	NCOA1 inh	TROY NFkB inh
O=C(COc1ncnc2ccccc12)NCc1ccco1
→ -4	2	-3	4	0	3	5	8	-4	7	10
CCc1noc(C)c1C(=O)N1CCN(S(=O)(=O)c2ccccc2C(F)(F)F)CC1
→ -10	-2	-18	-2	2	-2	-2	28	5	9	-4
CCNC(=O)CC1C(=O)N(c2cccc(C)c2)C(=O)N1CCC(C)C (stereo unspecified)
→ 5	1	-2	-2	11	5	9	9	-2	12	4
CCN(C[C@H]1N[C@@](Cc2ccccc2)(C(=O)OC)[C@H]2C(=O)N(C)C(=O)[C@@H]12)C(=O)NC(C)C
→ -4	12	5	-20	4	-8	-3	6	-15	0	-22
Nc1nc(-c2ccccc2)cn1/N=C/c1ccccc1
→ -34	-44	-45	-15	-13	11	3	-21	-13	-13	-39
Cc1cc(C(=O)OCC(=O)c2cccc([N+](=O)[O-])c2)c2ccccc2n1
→ 13	-6	-10	1	5	-4	-3	12	7	5	17
O=c1c2ccccc2sn1-c1cc(S(=O)(=O)N2CCOCC2)ccc1N1CCCC1
→ -6	-9	8	-4	13	4	-2	15	-8	-24	-28
O=C1CS/C(=C\S(=O)(=O)c2ccc(Cl)cc2)N1
→ 3	-9	-23	9	-4	7	-10	-7	-3	4	17
O=C1N(c2ccccc2)C[C@@H]2C[C@@H](c3cccc4c3OCO4)N3CCC[C@@]123
→ 8	9	3	-5	-1	1	-9	16	-2	4	17
O=C(NCC1CCCO1)c1cccc(Oc2ccccc2)c1 (stereo unspecified)
→ -53	-44	-20	-7	-10	9	-13	-24	-3	-45	-47
COc1ccc(C2CC(c3cccs3)=Nc3ccccc3S2)cc1 (stereo unspecified)
→ -47	-26	-36	-30	1	21	1	-47	4	-58	-37
CC(=O)N(NC(=O)c1ccccc1Cl)C1CC(=O)N(c2ccc(C)cc2)C1=O (stereo unspecified)
→ 26	5	9	1	10	-12	18	13	-5	-7	-14
CCOC(=O)N1CCC(Nc2nc3ccccc3n3cnnc23)CC1
→ -10	-6	3	-8	8	13	-12	-6	4	9	-12
CCOC(=O)CNC(=O)Nc1cc(C(C)(C)C)nn1-c1ccccc1
→ -16	2	18	-22	-9	-2	-3	9	-6	1	-5
Nc1cc(S(=O)(=O)C(F)(F)F)ccc1C(=O)O
→ 1	2	4	-1	19	-6	-3	12	-9	-12	-3
Cc1c(Cc2ccccc2)c(=O)oc2c(C)c(OCC(=O)NCc3ccccn3)ccc12
→ 8	-8	5	-4	-31	-3	-3	2	6	-13	0
Cc1ccccc1NC(=O)CCOc1ccccc1
→ -31	-10	-6	-8	-10	-1	4	-22	-10	-15	-32

Screening data from PubChem.
